# Eya2 inh: qHTS Assay for Inhibitors of the Phosphatase Activity of Eya2; AID 488837, 2010; Protein phosphatase EYA2 (Homo sapiens), O00167; Potency, µM (top dose mostly 76.9 µM), for inactives: at the highest dose activity, negative = inhibition, actives largely listed as inhibitors; recombinant Eya2, OMFP fluorescence dephosphorylation (OMFP is methylfluorescein phosphate); actives 0.006% (n = 330,000); note: potency is the fitted concentration of half-maximal effect; % is set by controls: 0 for no effect and ±100 for the full control effect
#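 Eya2 protein (added as 0.2 uM solution) was preincubated with compound for 10 min at ambient temperature in 50 mM HEPES pH 7.5, 50 mM NaCl, 5 uM MgCl2, 0.05% BSA, 1 mM DTT. OMFP (added at 50 uM) then reacted 10 min; fluorescence read at 485/525 nm.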
# S-ASM inh: Inhibitors of Secretory Acid Sphingomyelinase (S-ASM): qHTS | placental ASM, HMU-PC fluorogenic substrate, 60 min | Potency, µM (titrated, usually from 57.5 µM), inactives show top-dose activity change, negative = inhibition, usual class: inhibitors | Sphingomyelin phosphodiesterase (Homo sapiens), P17405 | AID 504937, 2011 | actives 0.006% (n = 340,000); note: potency is the fitted concentration of half-maximal effect
#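 Steps: dispense placental human ASM, pin compound, wait 10 min at room temperature, add HMU-PC0 substrate at 9 uM final, incubate 60 min at 37 °C, add stop solution raising pH to 10, read fluorescence.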
# uPA surface inh: qHTS for Inhibitors of Cell Surface uPA Generation; cell surface uPA generation assay, qHTS; Potency, µM (highest dose often 38.3 µM), for inactives: at the top dose activity change, negative = inhibition, actives largely listed as inhibitors; actives 0.31% (n = 330,000); active = well fitted inhibition curve with a large enough effect; inconclusive = small, poorly fitted or top-dose-only effect; inactive = no such curve, though single readings can be large or run the other way; tested in mouse RAW 264.7 cells; note: potency is the fitted concentration of half-maximal effect; % is set by controls: 0 for no effect and ±100 for the full control effect; nearly all actives have a fitted effect of over 55% in size
# ELG1 genotox: qHTS screen for small molecules that induce genotoxicity in human embryonic kidney (HEK293T) cells expressing luciferase-tagged ELG1. HEK293T ELG1-luciferase reporter, luminescence, 16 h. Potency, µM (highest dose often 46 µM), inactives show at the highest dose activity change, positive = activation, hits mostly activators. actives 1.3% (n = 330,000); note: potency is the fitted concentration of half-maximal effect; % of control where 0% means no effect; nearly all actives have a fitted effect of over 60% in size
#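 Genotoxicity was scored as increased ELG1-luciferase reporter signal, measured by ONE-Glo luminescence (30 min, room temperature). Compound or vehicle exposure of the HEK293T reporter cells lasted 16 hr at 37°C.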
# TSG101-PTAP inh: qHTS Assay for Iinhibitors of HIV-1 Budding by Blocking the Interaction of PTAP/TSG101. 340,000 tested, under 10 active. Potency, µM (top dose mostly 115 µM), for the others: at the highest dose activity change, negative = inhibition, most hits filed as inhibitors. AID 493005, 2010. Fluorescence polarization, FITC-PTAP peptide / Tsg101 binding; active = well fitted inhibition curve with a large enough effect in the main read-out, with a control signal flat, not every such curve was filed as active; inconclusive = small, poorly fitted or top-dose-only effect, or effect the other way, or a change in a side signal; inactive = no such curve, though single readings can be large or run the other way; note: potency is the fitted concentration of half-maximal effect; % of control where 0% means no effect
#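 Tsg101 binding domain (10 uM final) was mixed with compound and a FITC-labeled PTAP peptide (50 nM final) in HEPES pH 7.5 buffer with NaCl, Tween 20, EDTA and TCEP; fluorescence polarization was read after 20 min at r.t.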
# B2AR arrestin: qHTS assay of beta-arrestin-biased ligands of beta2-adrenergic receptor | actives 0.02% (n = 330,000) | Potency, µM (top dose mostly 46.1 µM), for inactives: at the highest dose activation, most hits filed as activators | AID 492947, 2010 | beta-arrestin recruitment to beta2AR, cell-based reporter | Beta-2 adrenergic receptor (Homo sapiens), P07550;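 note: potency is the fitted concentration of half-maximal effect; 0% = DMSO controls and full agonism = EC100 isoproterenol or metaproterenol; nearly all actives have a fitted effect of over 65% in size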
# TRPV1 agonist: HTS Assay for Compounds that Act as Agonists of the Vanilloid Receptor 1; TRPV1-expressing cells, Fluo-8 calcium influx, agonist mode; activation, % at 8.33 µM; actives 0.19% (n = 320,000); AID 540275, 2011; in the data active = activation above about 80%; inconclusive = between about 30% and that limit; note: 0% is about no effect
# Target sequence (Q8NER1 whole entry, looked up): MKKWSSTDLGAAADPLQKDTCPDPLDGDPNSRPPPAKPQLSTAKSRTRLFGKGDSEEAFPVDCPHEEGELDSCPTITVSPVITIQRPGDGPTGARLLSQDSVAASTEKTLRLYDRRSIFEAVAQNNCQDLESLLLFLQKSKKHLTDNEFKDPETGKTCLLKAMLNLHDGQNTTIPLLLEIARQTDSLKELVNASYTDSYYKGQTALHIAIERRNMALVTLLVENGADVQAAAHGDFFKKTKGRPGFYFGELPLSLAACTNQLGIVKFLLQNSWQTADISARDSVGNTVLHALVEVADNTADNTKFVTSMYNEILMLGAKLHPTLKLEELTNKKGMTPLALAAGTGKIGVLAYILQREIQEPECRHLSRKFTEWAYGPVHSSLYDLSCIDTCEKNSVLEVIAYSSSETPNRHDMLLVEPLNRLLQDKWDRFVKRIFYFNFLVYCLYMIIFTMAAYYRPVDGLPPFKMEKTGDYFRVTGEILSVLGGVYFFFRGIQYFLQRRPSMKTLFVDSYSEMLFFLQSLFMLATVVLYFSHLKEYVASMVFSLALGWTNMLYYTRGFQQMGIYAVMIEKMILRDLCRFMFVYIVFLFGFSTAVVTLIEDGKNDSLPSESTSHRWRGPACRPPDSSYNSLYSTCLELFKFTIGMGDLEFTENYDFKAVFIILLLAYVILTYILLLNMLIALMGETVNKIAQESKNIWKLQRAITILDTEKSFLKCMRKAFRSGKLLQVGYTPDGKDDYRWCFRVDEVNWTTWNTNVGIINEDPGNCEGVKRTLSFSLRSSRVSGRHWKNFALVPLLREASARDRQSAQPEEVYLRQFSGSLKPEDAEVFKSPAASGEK
#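 Fluo-8 calcium influx in TRPV1-expressing cells, kinetic read (ex 480/em 520 nm). Compound added and read 3 min for agonist activity, followed by capsaicin at EC20 final and 2 min further read for enhancement.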
# BRCA1 expr up: qHTS Assay to Identify Small Molecule Activators of BRCA1 Expression; MCF7-BRCA1-FFLuc reporter, luminescence, 48 h; response scale: scaled: vehicle 0%, 10 µM genistein 100%; Potency, µM (highest dose often 46.1 µM), for the others: at the top dose activation, most hits filed as activators; actives 1.1% (n = 380,000); AID 624202, 2012; note: potency is the fitted concentration of half-maximal effect; nearly all actives have a fitted effect of over 80% in size; some results filed as inactive show a strong effect at the top dose
#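 MCF7-BRCA1-FFLuc, 2000 cells/well; 2 h attach, 37 °C/5% CO2; compound 48 h; luciferase substrate 15 min; luminescence end-point. Norm. to genistein 10 microM max activation and DMSO; concentration-response curves fitted.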
# p53 reactivator: qHTS assay for re-activators of p53 using a Luc reporter | Potency, µM (titrated, usually from 92.2 µM), for inactives: top-dose activity change, positive = activation, actives largely listed as activators | AID 504706, 2011 | H1299 p53-A138V BP100-luciferase reporter, luminescence, 24 h | actives 0.063% (n = 320,000); note: potency is the fitted concentration of half-maximal effect; % of control where 0% means no effect; nearly all actives have a fitted effect of over 45% in size
#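 H1299 (p53-null), stable ts p53-A138V + BP100-Luc; 1000 cells/well, Opti-MEM/10% FBS; cpd 4 pt, 1:5; 24 h, 37 deg C, 5% CO2; detection reagent 10 min RT; luminescence.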
# a7 integrin act: qHTS for Activators of Integrin-Mediated Alleviation for Muscular Dystrophy; alpha7betagal myoblasts, beta-gal FDG fluorescence, 48 h; Potency, µM (top dose mostly 38.3 µM), inactives show at the highest dose activation, actives largely listed as activators; actives 0.064% (n = 350,000); AID 624291, 2012;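 note: potency is the fitted concentration of half-maximal effect; 100% = response of the positive control SU9516; nearly all actives have a fitted effect of over 60% in size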
#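 Alpha7betagal+/- myoblasts (passage 13) were plated 16-24 hr, then exposed to compounds (1:260 dilution of DMSO stock) for 48 hours at 37C. After MPER lysis, β-galactosidase reporter activity was read as FDG fluorescence (ex 480/em 540) after 30 minutes.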
# USP2a inh: qHTS Assay for Inhibitors of Ubiquitin-specific Protease USP2a Using CHOP2 as the Reporter; actives 0.01% (n = 330,000); Potency, µM (doses to about 38.3 µM), for inactives: at the top dose activity change, negative = inhibition, actives largely listed as inhibitors; USP2 core, Ub-CHOP2 coupled fluorogenic reporter, 485/531;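 note: potency is the fitted concentration of half-maximal effect; plate controls were DMSO wells for no effect and full inhibition by NEM control for full effect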
#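 Deubiquitinase activity read as fluorescence (485/531 nm) after Ub-CHOP2 cleavage activates the enterokinase reporter on its substrate; USP2 core 10nM, Ub-CHOP2 and substrate 25nM each, 30min compound preincubation then 60min RT; data normalized to NEM, curves fitted.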
# * marks the source's active call; other numbers are inactive results; ? = inconclusive; . = not tested or not shown; [ ] = another dose, or the depositor's remark. Unless noted, calls come from the whole dose curve; as a rule, active = well fitted curve in the direction sought with a large enough effect; inconclusive = small, poorly fitted or top-dose-only effect, or another doubt; inactive = no such curve, though single readings can be large; an effect the other way counts as inactive or inconclusive.
# Preview (2 entries):
SMILES,Eya2 inh,S-ASM inh,uPA surface inh,ELG1 genotox,TSG101-PTAP inh,B2AR arrestin,TRPV1 agonist,BRCA1 expr up,p53 reactivator,a7 integrin act,USP2a inh
Brc1cc(Br)c2nc3c(cc2c1)CCC3,-0.3%,-1.1%,6.5%,1.3%,-2.9%,-0.5%,0.5,0.8%,-4.1%,?,1.8%
CC(C)C(=O)N1CCN(c2ccccc2NC(=S)NC(=O)c2cccs2)CC1,5.8%,-3.8%,-2.6%,-10.1%,1.7%,-0.5%,7.9,-18.0%,-3.7%,-18.5%,2.2%

# The list itself, previewed entries included:
SMILES,Eya2 inh,S-ASM inh,uPA surface inh,ELG1 genotox,TSG101-PTAP inh,B2AR arrestin,TRPV1 agonist,BRCA1 expr up,p53 reactivator,a7 integrin act,USP2a inh
Brc1cc(Br)c2nc3c(cc2c1)CCC3,-0.3%,-1.1%,6.5%,1.3%,-2.9%,-0.5%,0.5,0.8%,-4.1%,?,1.8%
CC(C)C(=O)N1CCN(c2ccccc2NC(=S)NC(=O)c2cccs2)CC1,5.8%,-3.8%,-2.6%,-10.1%,1.7%,-0.5%,7.9,-18.0%,-3.7%,-18.5%,2.2%
CCOC(=O)c1ccc(Oc2cn[nH]c2-c2ccc(O)cc2O)cc1,10.8%,-18.7%,-13.2%,6.8%,-0.8%,-0.6%,-2.0,-27.8%,-0.1%,-8.5%,1.4%
CC1(C)CC(=O)C2=C(C1)N=C1c3ccccc3C(=O)C1C2c1ccc(Cl)cc1 (stereo unspecified),-13.6%,-27.1%,-5.7%,-40.7%[inhibitor],-3.6%,-0.5%,?,-90.2%,-13.5%,-72.4%[inhibitor],2.2%
C=CCNC(=O)/C(=C/c1ccccc1OCC)NC(=O)c1ccccc1,-8.7%,3.4%,4.4%,-0.4%,0.6%,0.0%,1.1,-19.7%,1.4%,-7.9%,2.5%
Cc1nn(S(=O)(=O)c2ccccc2)c(C)c1S(=O)(=O)N1CCOCC1,-3.2%,-0.5%,-0.2%,10.3%,0.2%,-0.7%,-1.4,1.9%,4.3%,-14.1%,2.6%
COc1cccc(OC)c1C(=O)Nc1cccc(NC(=O)c2cccs2)c1,-4.4%,-1.3%,14.4%,-21.7%,-0.5%,-0.5%,-1.0,0.0%,-21.4%,14.1%,3.4%
Cc1onc(-c2ccccc2)c1NC(=O)N(CCC(=O)O)Cc1ccccc1,9.6%,2.3%,0.6%,0.9%,-0.1%,-1.0%,0.9,0.1%,-3.6%,5.6%,-2.0%
Cc1ccc(N(CC(=O)NCc2ccc(F)cc2)S(=O)(=O)c2c(C)n[nH]c2C)cc1,13.5%,-2.5%,9.7%,0.3%,3.2%,0.2%,-2.4,-19.6%,-18.3%,31.0%,0.7%
CC(=O)CCC(=O)NC1CCCc2c1cnn2-c1ccc(C(C)(C)C)cc1 (stereo unspecified),-10.2%,-1.7%,-28.7%,-5.3%,-2.9%,4.5%,?,-1.7%,.,-47.4%[inhibitor],-1.4%
CCOc1ccc(N(C)S(=O)(=O)c2ccc3[nH]cc(C(=O)NCC(OC)OC)c(=O)c3c2)cc1,7.1%,-2.0%,1.1%,-6.5%,-3.7%,-0.2%,-0.1,7.2%,-6.0%,0.3%,4.2%
CCNC(=O)N1CCNC(=O)C1CC(=O)OC (stereo unspecified),11.3%,6.5%,4.9%,-0.7%,-2.6%,-0.2%,-1.2,-0.4%,4.9%,-4.2%,1.3%
CCOC(=O)C(C)On1c(SC(C)C(=O)OCC)nc2ccccc2c1=O (stereo unspecified),7.2%,1.1%,0.7%,2.3%,0.0%,-0.5%,12.8,-0.6%,15.5%,-17.1%,0.4%
CN(C)C(=O)c1c2c(nc3ccccc13)-c1ccccc1CC2,2.8%,-1.8%,0.7%,2.8%,-3.6%,0.2%,24.9,-13.7%,-4.7%,-17.9%,4.1%
Cc1nnc(SCC(=O)NN2C(=O)NC3(CCCCC3)C2=O)s1,1.0%,1.0%,-1.8%,-0.8%,-1.2%,-1.0%,-1.1,-4.3%,-22.6%,-1.4%,-1.1%
Fc1ccc(NC(=S)Nc2nccs2)cc1,1.3%,-5.9%,?,5.6%,-5.7%,11.1%,12.3,3.16µM*,?,-40.3%,1.3%
COC(=O)c1cc(S(=O)(=O)N2c3ccccc3CC2C)c[nH]1 (stereo unspecified),5.1%,-0.2%,4.1%,0.4%[9.26 µM],0.9%,-0.2%,7.1,-12.0%,-1.8%,30.6%,1.2%
CCC(C)(C)n1nnnc1C(c1ccc(OC)cc1)N1CCN(C(=O)c2ccco2)CC1 (stereo unspecified),2.9%,-0.7%,3.2%,-8.0%,-0.3%,0.1%,-1.0,2.4%,-3.9%,0.0%,-0.8%
Cc1nc2c(Br)c3nc(C(F)(F)F)[nH]c3c(Br)c2[nH]1,0.9%,-3.7%,4.9%,3.7%,-1.4%,-0.1%,-3.4,-29.9%,-0.6%,8.0%,3.9%
O=C(Cc1ccc(F)cc1)Nc1cccc2cccnc12,0.5%,1.1%,1.4%,4.7%,-0.9%,-1.0%,?,19.0%,7.7%,13.7%,1.8%
O=C(NCc1ccccc1)c1csc2c1CCCCC2,-1.0%,5.3%,-1.2%,11.1%,1.1%,-1.0%,-5.6,43.2%,-0.6%,11.2%,4.1%
CCCCC1=CC2=CC(=O)C(C)(OC(=O)CC)C(=O)C2=CN1CCCCO (stereo unspecified),-1.8%,12.0%,13.1%,0.9%,-5.0%,-0.8%,-10.1,23.5%,-0.9%,11.6%,-0.4%
O=C(Nc1ccc(N2CCN(Cc3ccccc3)CC2)cc1)c1ncn[nH]1,8.2%,0.7%,4.1%,-2.1%,2.8%,-0.5%,1.6,-1.6%,1.9%,-18.5%,-0.4%
CC(C)CNC(=O)CN1C(=O)NC2(CCc3ccccc32)C1=O (stereo unspecified),5.6%,18.4%,-0.9%,3.6%,-5.9%,-0.1%,-1.6,-9.4%,-4.2%,3.6%,0.2%
COc1ccc(C(=O)/C=C/c2ccc(O)cc2)c(O)c1C/C=C(\C)CCC=C(C)C,-14.1%,?,?,-4.0%,-0.8%,-0.7%,.,-60.5%,8.9%,-49.2%[inhibitor],-8.9%
Cc1ccccc1Cn1cc(S(=O)(=O)CC(=O)N2CCCCC2)c2ccccc21,10.4%,-0.6%,3.6%,-5.2%,-4.3%,0.0%,12.0,-30.7%,-16.8%,9.0%,-0.9%
C=CCNc1nc(NCC)nc(N2CCOCC2)n1,-4.6%,3.3%,-9.2%,-2.2%,-6.3%,-0.9%,-0.6,-8.6%,5.0%,20.3%,3.8%
COc1ccc2ccccc2c1/C=N/NC(=O)c1sc(N)c(C#N)c1C,-0.6%,82.3%[activator],7.0%,3.5%,1.2%,-1.2%,14.8,-49.4%,2.6%,-19.1%,2.5%
CCN(CC(=O)Nc1ccc2c(c1)OCCO2)S(=O)(=O)c1cccs1,6.0%,0.8%,1.9%,-1.6%,-3.7%,0.0%,0.0,42.2%,10.0%,7.7%,0.9%
CN(C)CCCN(C(=O)COc1ccccc1)c1nc2c(F)cccc2s1,3.4%,0.3%,2.9%,0.3%,0.1%,-0.1%,?,7.6%,8.0%,-19.3%,0.4%
COc1ccc(-c2nnc(SCC(=O)N3CCCC3)o2)cc1,12.2%,4.1%,1.3%,?,-18.0%,-0.7%,1.8,?,?,1.1%,0.7%
COc1nc(Nc2ccc(O)cc2)nc(OC(C(F)(F)F)C(F)(F)F)n1,-28.7%,-1.5%,-7.4%,-1.5%,-16.3%,0.1%,24.7,-66.4%,-7.2%,-8.3%,0.9%
CN1CCN(CCCCOc2ccccc2C=O)CC1,-13.4%,5.8%,-12.3%,-1.2%,-2.2%,0.0%,0.4,6.4%,15.5%,-62.1%[inhibitor],-19.9%
COc1cc([N+](=O)[O-])cc(/C=N/NC(=O)c2cncc(Br)c2)c1O,4.8%,-2.9%,3.7%,4.7%,-2.6%,0.1%,0.6,-67.9%,13.4%,28.3%,2.7%
CCc1nnc(NC(=O)CSc2ncnc3c2cnn3-c2ccc(OC)cc2)s1,-3.1%,-0.4%,-3.6%,-0.4%,0.2%,-0.1%,-4.5,17.6%,-2.0%,13.7%,-0.2%
